Source: PubChem (several laboratories)
T cell modulator = T cell immune modulation candidate | 2C CD8+ T cell-vesicle binding, flow cytometry; hits give low values | calls only at 7 µM | hit rate 0.068% among 330,000 | AID 2052;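 active = response, share of CD8 T cells binding vesicles, and their 90th percentile fluorescence all below set limits, cut at about 80% in these data, passing the limit was not always enough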
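Assay system: 2C TCR transgenic mouse naive CD8+ T cells, MACS-purified | Read-out: CD8+ gate FL2 mean fluorescence as % of same-row positive control | Signal: High-throughput flow cytometry with anti-B7-1 and anti-CD8 staining | Timing: Binding step 1.5 h, 37 °C, antibody labelling 20 min, ice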
Ins promoter up = MIN6 insulin promoter up-regulation. z-score at 5 µM. MIN6 insulin promoter-GFP reporter, high-content imaging; hits give high values. AID 1625. hit rate 0.3% among 190,000;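 active = z-score above 3 at 5 µM with at least 500 cells counted in the well; inconclusive = wells under 500 cells, flagged as cytotoxic or low count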
West Nile virus CPE = inhibition of WNV-induced cytopathic effect – cell-based, CPE readout (AID 1621); West Nile virus-infected cells, CPE inhibition; higher % means a stronger effect; CPE inhibition, % at 10 µM, or IC50 in µM where a hit was titrated; hit rate 0.02% among 290,000; in the data active = a potency from the dose series; inconclusive = CPE inhibition mostly from about 3.7% at the one dose, without a potency; inactive = the rest, 99 in 100 with CPE inhibition below about 2.2%; also: strong numbers were not always called active
Myeloid diff MLP = promotes myeloid progenitor differentiation. ER-HoxA9 myeloid progenitors, lysozyme-GFP differentiation, flow cytometry. calls only at 10 µM. hit rate 1% among 360,000;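 active = normalized GFP-positive differentiation at or above the plate's own cutoff, the solvent-only control mean plus 3 SD; inconclusive = no clear call, values can overlap the other calls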;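 also: cells exposed to compound for four days before flow analysis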
Hep lipid drop = modulators of hepatic lipid droplet formation | hit rate 0.4% among 240,000 | inhibition, % at 6.5 µM | AID 1656 | AML12 mouse hepatocytes, oleate lipid droplets, BODIPY imaging;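 active = lipid droplet intensity inhibited by at least 50%, with more than 500 cells counted; inconclusive = wells with under 300 cells, treated as cytotoxic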
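Material: mouse AML12 hepatocyte cell line, fixed after treatment; Timing: compound with oleate, overnight; Technique: high-content imaging of BODIPY-stained droplets and DAPI nuclei; Probe or stimulus: oleate, 100 µM final; Dosing: compound at 6.5 µM only.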
bCat nuc transl = alters nuclear translocation of beta-catenin in HeLa cells; immunofluorescence imaging; nuclear translocation activity, % at 5 µM; hit rate 0.3% among 190,000;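 active = nuclear translocation activity above 50% at 5 µM, with a well cell count of 50 or more; inconclusive = wells under 50 cells across six images, flagged as toxic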;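 also: per-cell ratio of nuclear to cytoplasmic median beta-catenin stain intensity; plate controls were DMSO negative control for no effect and GSK-3 inhibitor IX positive control for full effect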
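test system = HeLa cells, endogenous beta-catenin | dosing = single 5 µM dose plus 0.02–20 µM confirmation series | times = compound treatment 24 h, 37°C, 5% CO2 | technique = beta-catenin immunofluorescence imaging with DAPI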
MT stabilizer = stabilizes microtubules in HeLa cells; HeLa tubulin immunostaining HCS, 24 h; share of cells brighter than vehicle mean+2SD; % tubulin-high responders, % at 10 µM; hit rate 0.83% among 200,000;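 active = plate Z-score above 3 for both tubulin-high and condensed-nucleus cell shares, with cell loss under 80%, at 10 µM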;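 also: anti alpha tubulin signal scored within the nucleus-defined area of each cell; some results filed as inactive read as strong as hits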
WT yeast gro inh = growth inhibition of WT yeast, mitochondrial fusion screen; mitochondrial fusion phenotypic screen, WT strain; inhibition, % at 10 µM; hit rate 2.1% among 190,000; in the data active = inhibition above about 58%; tested in S. cerevisiae
Autophagy HCS = modulators of autophagy; MEF GFP-LC3 puncta imaging; test concentration mostly 10 µM; calls only at 10 µM (by protocol); hit rate 0.98% among 190,000; AID 463193;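 active = percentage of spot-positive cells more than 3 SD above its plate mean, without a fluorescence outlier flag or 80% toxicity; inconclusive = no clear call, values can overlap the other calls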;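 also: spot-positive cell cutoff set from DMSO-treated cells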
WT yeast gro inh mutant strain = also measured in WT yeast gro inh; calls as there; inhibition, %; mitochondrial fusion phenotypic screen, mutant strain inhibition
Ins promoter up cell count = recorded beside Ins promoter up, whose call it bears; cell count; measured here: cytotoxicity, nuclei count;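 total cells summed across four imaged fields per well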
Hep lipid drop cells 6.5 µM = recorded beside Hep lipid drop, whose call it bears; cell count; measured here: cell count, cytotoxicity flag;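 cells counted across two imaged fields per well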
bCat nuc transl cell count 5 µM = also measured in bCat nuc transl; calls as there; cell count; measured here: cell count, cytotoxicity flag
T cell modulator vesicle-bound % = second read-out of T cell modulator, no call of its own (marks repeat the call); double positive events, %; measured here: CD8+ vesicle-bound cell fraction;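 binding gate set so that unloaded-vesicle control wells show 10% double positive cells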
MT stabilizer Hoechst-high % = second read-out of MT stabilizer, no call of its own (marks repeat the call); % Hoechst-high responders; measured here: nuclear condensation Hoechst responders;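 share of cells brighter than vehicle mean plus two SD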
MT stabilizer cytotoxicity % = further read-out of MT stabilizer, marked with its call; toxicity, %; measured here: cytotoxicity by cell density;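 0% = mean cell density of plate MIN control wells and 100% = no cells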
Autophagy HCS cell loss 18 h = second read-out of Autophagy HCS, no call of its own (marks repeat the call); toxicity, %; measured here: cell loss, nuclei count;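 cell loss after 18 h compound exposure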
Myeloid diff MLP GFP+ MAC1+ % = second read-out of Myeloid diff MLP, no call of its own (marks repeat the call); GFP+ MAC1+ double positive, %; measured here: differentiation confirmed by MAC1 staining
Starred values were filed as active, the others as inactive; i = inactive; ? = inconclusive; / = no result given; + = active, no number.

Every second line gives: T cell modulator	T cell modulator vesicle-bound %	Ins promoter up	Ins promoter up cell count	West Nile virus CPE	Myeloid diff MLP	Myeloid diff MLP GFP+ MAC1+ %	Hep lipid drop	Hep lipid drop cells 6.5 µM	bCat nuc transl	bCat nuc transl cell count 5 µM	MT stabilizer	MT stabilizer Hoechst-high %	MT stabilizer cytotoxicity %	WT yeast gro inh	WT yeast gro inh mutant strain	Autophagy HCS	Autophagy HCS cell loss 18 h
COc1cc(CNc2ncc(-c3ccc(Br)cc3)n2C)cc(OC)c1O
 : i	62.2	/	/	-1.0%	i	0.0	1.4	819	/	/	/	/	/	/	/	/	/
NC(=O)Cn1c(=O)oc2ccccc21
 : i	47.6	-0.25	1853	-0.3%	i	1.2	9.3	646	-1.4	1050	4.9	3.0	8.2	8.7	8.5	i	1.1
CCCCN(C(=O)Cn1nnc2ccccc21)C(C(=O)NCCOC)c1ccccc1 (stereo not drawn)
 : i	3.7	0.27	1271	-0.5%	i	1.5	-1.1	726	2.4	1109	1.7	1.8	3.4	-5.9	-13.0	i	-5.3
COCCCNc1ncnc2nc[nH]c12
 : i	55.4	0.12	1748	0.5%	i	1.4	-0.8	664	-0.5	1039	2.1	3.4	8.2	1.2	4.8	i	8.4
COc1ccc(C)cc1NC(=S)N1CCN(c2ccccn2)CC1
 : i	9.5	-0.45	1300	0.2%	i	0.2	0.6	720	1.4	1100	2.8	2.8	7.5	2.5	8.1	i	-3.3
CC(=O)N/C(=C/c1ccc(OS(=O)(=O)c2ccc(C)cc2)cc1)C(=O)NCCO
 : i	26.7	0.99	1404	-0.4%	i	0.4	-0.1	695	-0.9	933	2.2	2.1	3.7	0.3	6.3	i	9.7
COc1ccc(C(=O)N/N=C/c2cc(Br)ccc2O)cc1OC
 : i	6.1	-0.76	895	0.8%	/	/	-42.3	645	-0.3	1302	/	/	/	/	/	/	/
Cc1ccc(S(=O)(=O)NCC(=O)OCC(=O)c2cc(C)n(-c3ccccc3)c2C)cc1
 : i	33.3	0.26	1213	0.2%	i	1.9	-14.5	627	3.0	450	2.6	3.8	0.8	39.5	-19.9	i	-8.4
CN1CCN(NC(=O)c2cccc(F)c2)CC1
 : i	52.4	0.07	1609	0.1%	i	1.3	/	/	-0.3	1372	1.1	1.7	8.7	-15.3	24.1	i	3.5
Cc1ccc(-c2csc3ncnc(N4CCN(C)CC4)c23)cc1C
 : i	50.3	/	/	0.0%	i	0.5	0.0	809	/	/	/	/	/	/	/	/	/
COC(=O)C1(C)Nc2ccccc2C(=O)N1c1ccccc1C (stereo not drawn)
 : i	28.4	0.13	1767	0.4%	i	2.7	-3.0	560	-1.1	1152	2.5	2.7	7.3	2.6	2.4	/	/
O=S(=O)(Nc1ccc(Cl)cn1)c1ccccc1
 : i	41.1	/	/	1.1%	i	0.2	-1.0	713	0.7	1595	1.3	2.2	9.1	-9.4	-12.6	i	-5.8
CCCCNC(=S)Nc1cccc(C(C)=O)c1
 : i	15.1	-0.42	1380	-0.5%	i	0.6	-0.4	629	-0.8	542	4.1	2.2	2.4	-3.9	-13.0	i	7.6
CC(=O)c1ccccc1N(C(=O)c1ccco1)C(C(=O)NC1CCCC1)c1ccc(N2CCOCC2)cc1 (stereo not drawn)
 : i	44.7	-0.02	1469	-0.8%	i	0.5	-1.8	759	-2.3	1102	3.5	0.7	5.9	-2.0	6.8	i	4.0
COc1ccc(NS(=O)(=O)c2ccc(NC(=O)C(CCSC)NC(N)=O)cc2)cc1 (stereo not drawn)
 : i	32.1	0.69	943	0.0%	i	0.8	-3.8	659	-0.3	1378	/	/	/	/	/	/	/
COc1ccc(COCC(O)CN2CCc3ccccc3C2)cc1OC (stereo not drawn)
 : i	54.4	0.36	1358	0.3%	i	0.4	19.9	657	-0.7	1060	2.6	2.7	6.2	-6.8	-12.2	i	-0.7
CC(=O)c1ccc(NC(=O)C(C)n2nc(-c3ccccc3)c3cc(Cl)ccc32)cc1 (stereo not drawn)
 : i	46.8	0.17	1142	/	i	1.6	47.6	730	-1.1	572	3.4	3.4	3.9	30.4	-2.9	i	7.5
COc1ccc(CNC(=O)C2CCCN(S(=O)(=O)c3ccc4c(c3)C(C)(C)C(=O)N4C)C2)cc1 (stereo not drawn)
 : i	28.8	/	/	-0.6%	i	3.3	-3.0	757	/	/	/	/	/	/	/	/	/
CC(NC(=O)c1ccccc1NS(C)(=O)=O)c1ccccc1 (stereo not drawn)
 : i	52.2	0.55	1148	0.1%	i	1.3	-4.9	685	-2.2	1040	3.8	1.5	7.2	6.9	-3.5	i	7.7
NC1=NC(=O)/C(=C/c2cccs2)S1
 : i	12.4	0.69	1398	-0.6%	i	0.5	/	/	6.1	1349	2.3	1.4	6.3	-5.8	0.6	i	-33.6
C=CCNC(=S)N/N=C/c1ccc(C)cc1C
 : i	31.9	1.38	1407	-1.2%	i	0.9	-3.3	678	-1.6	1109	3.0	2.5	11.4	41.4	9.7	i	1.1
Cc1ccc(C)c2sc(N)nc12
 : i	34.5	-1.4	1539	1.8%	i	0.1	-3.3	682	0.0	1000	2.3	2.9	8.4	-2.9	-5.0	i	-0.5
CCc1cccc(C)c1NC(=O)CSc1ncn[nH]1
 : i	34.3	-0.11	969	0.3%	i	3.4	1.6	779	-0.7	1135	3.0	1.8	7.5	10.5	17.0	i	8.6
COc1ccnc(N2CCN(c3ccccc3)CC2)c1C#N
 : i	18.7	0.06	2106	-0.5%	/	/	4.8	684	-2.1	1184	1.7	2.0	7.0	5.4	-1.2	i	0.3
C/C(=N/NC(=O)c1ccco1)c1cccc(NC(=O)c2ccc(C)o2)c1
 : i	44.3	/	/	0.1%	i	0.0	/	/	/	/	3.2	2.3	4.1	-37.0	3.6	i	-9.6
COCCCN(C(=O)Cn1ncc2c(=O)oc3ccc(C)cc3c21)C(C)c1ccncc1 (stereo not drawn)
 : i	24.4	0.33	1206	-0.3%	i	2.0	-5.5	745	-4.5	1206	4.7	1.9	3.7	9.3	3.6	i	5.4
CC(=O)Nc1cccc(OC(=O)c2ccoc2C)c1
 : i	20.2	/	/	0.5%	i	0.6	-1.6	744	/	/	2.5	2.2	4.7	-4.5	-8.6	i	-1.6
CCN(CC)C(C)C(=O)Nc1c2c(cc3c1CCC3)CCC2 (stereo not drawn)
 : i	57.5	-0.04	1385	-0.3%	+	1.3*	3.5	645	/	/	2.9	2.6	5.2	2.2	3.4	i	9.5
CCCC(=O)NCCCc1nc2ccccc2n1CCC
 : i	23.7	-0.85	1454	-1.4%	i	0.7	/	/	-1.7	1421	5.4	3.8	7.8	9.1	-5.8	i	7.7
Cc1ccc(S(=O)(=O)NCCOc2cc(C)ccc2C)cc1
 : i	65.7	/	/	-1.1%	?	/	6.7	798	/	/	/	/	/	/	/	/	/

The final two entries of the section before lead into the next.
Every second line gives: T cell modulator	T cell modulator vesicle-bound %	Ins promoter up	Ins promoter up cell count	West Nile virus CPE	Myeloid diff MLP	Myeloid diff MLP GFP+ MAC1+ %	Hep lipid drop	Hep lipid drop cells 6.5 µM	bCat nuc transl	bCat nuc transl cell count 5 µM	MT stabilizer	MT stabilizer Hoechst-high %	MT stabilizer cytotoxicity %	WT yeast gro inh	WT yeast gro inh mutant strain	Autophagy HCS	Autophagy HCS cell loss 18 h
CCCC(=O)NCCCc1nc2ccccc2n1CCC
 : i	23.7	-0.85	1454	-1.4%	i	0.7	/	/	-1.7	1421	5.4	3.8	7.8	9.1	-5.8	i	7.7
Cc1ccc(S(=O)(=O)NCCOc2cc(C)ccc2C)cc1
 : i	65.7	/	/	-1.1%	?	/	6.7	798	/	/	/	/	/	/	/	/	/
O=[N+]([O-])c1ccc(N/N=C2\CC3CC=CC23)c([N+](=O)[O-])c1 (stereo not drawn)
 : i	45.6	0.68	1026	-2.0%	i	0.9	5.3	651	0.2	1067	4.0	1.4	0.5	15.1	41.6	i	26.6
CC1CN(CCCSc2ccc(Cl)cc2)CC(C)O1 (stereo not drawn)
 : i	52.0	0.12	1663	-0.8%	i	0.6	-3.5	583	4.4	869	1.8	1.7	1.3	25.0	34.4	i	11.9
C=CCOc1ccc(C2C(C#N)=C(N)N(Nc3ccccc3)C3=C2C(=O)CCC3)cc1OC (stereo not drawn)
 : i	8.0	0.56	1574	0.7%	i	0.6	/	/	0.5	1401	39.5*	31.2*	31.9*	-22.9	3.6	i	18.2
COc1ccc(/C=C2\Oc3cc(OCC(=O)N4CCC(C(=O)O)CC4)ccc3C2=O)c(OC)c1OC
 : i	29.6	/	/	0.3%	i	3.2	-6.7	835	/	/	/	/	/	/	/	/	/
COc1ccc(CCC(=O)Nc2cccc(Cl)c2)cc1
 : i	41.1	-0.02	1369	-0.4%	i	0.1	-14.7	630	2.4	515	3.3	1.7	3.0	-4.6	13.4	i	30.2
CC(C)CCNC(=S)Nc1ccc(Br)cc1
 : i	9.1	-0.49	1092	-1.5%	?	/	7.6	741	-2.2	592	2.8	2.3	0.5	68.1*	24.4*	i	21.1
CCOC(=O)/C(C#N)=C/c1cn(CCC(=O)O)nc1-c1ccc(Cl)cc1
 : i	33.4	-0.04	1329	-0.2%	i	0.3	-5.9	645	-1.2	1106	2.4	2.3	5.4	-19.7	-3.5	i	-2.0
COc1cccc(NC(=O)CCc2nc(-c3cccs3)no2)c1
 : i	52.8	/	/	0.3%	?	/	4.0	614	/	/	/	/	/	/	/	/	/
